Growth percent in the NCI-60 one-dose screen (48 h, 10 µM unless noted): 100 = growth as untreated, 0 = no growth, -100 = all killed.
NCI-H460: NCI-H460 lung cancer | actives 6.8% (n = 82,000)
NCI-H322M: NCI-H322M lung cancer; actives 2.7% (n = 80,000); AID 1794733
NCI-H226: NCI-H226 lung cancer; actives 3.5% (n = 79,000); AID 1794732
NCI-H522: NCI-H522 lung cancer | actives 8% (n = 78,000)
RXF 393: RXF 393 renal cancer cells | AID 1794773 | actives 6.9% (n = 77,000)
NCI-H23: NCI-H23 lung cancer | actives 4% (n = 80,000) | AID 1794731
A498: A498 renal cancer cells. actives 5.4% (n = 76,000)
HT29: HT29 colon cancer; AID 1794748; actives 7.4% (n = 81,000)
COLO 205: COLO 205 colon cancer. actives 7.3% (n = 79,000)
* marks the source's active call; other numbers are inactive results; · = not tested or not shown; & = joins results of further samples. Rule for the calls: active = growth percent below 10; inactive = the rest.

Abbreviations: A = NCI-H460; B = NCI-H322M; C = NCI-H226; D = NCI-H522; E = RXF 393; F = NCI-H23; G = A498; H = HT29; I = COLO 205
CCOP(=O)(OCC)C(NC(=O)CN)C(=O)N1CCCCC1 (stereo unspecified)
  A: 105	B: 104	C: 109	D: 96	E: 116	F: 101	G: 92	H: 110	I: 112

O=C(OCc1ccc2c(Cl)cc(Cl)c(O)c2n1)c1cc2ccccc2[nH]1
  A: -75*	B: 8.3*	C: -74*	D: -74*	E: -95*	F: -54*	G: -78*	H: -81*	I: -87*

C#C[C@]1(O)CC[C@H]2[C@@H]3CC=C4c5sc(Nc6cc(C)cc(C)c6)nc5CC[C@]4(C)[C@H]3CC[C@@]21C
  A: 12	B: 41	C: 39	D: 43	E: -77*	F: 15	G: -3.9*	H: 0.3*	I: -13*

O=C(O)c1ccc(N2C(=O)/C(=C\c3ccc(-c4ccccc4F)o3)SC2=S)cc1O
  A: 104	B: 104	C: ·	D: 98	E: 115	F: 101	G: 101	H: 108	I: 113

CC(=O)N(c1ccccc1)c1nc2ccccc2s1
  A: 113	B: 100	C: 110	D: 110	E: ·	F: 94	G: 107	H: 105	I: 120

COc1cc(-c2ccc(NS(=O)(=O)c3ccccc3)c(OC)c2)ccc1NS(=O)(=O)c1ccccc1
  A: 98	B: 105	C: 88	D: 79	E: 122	F: 104	G: 102	H: 91	I: 99

NC(=O)NCN1CCOCC1
  A: 108	B: 105	C: 86	D: 91	E: 99	F: 93	G: 116	H: 94	I: 107

CC(C)CCC[C@@H](C)[C@H]1CC[C@H]2[C@@H]3CC[C@]45O[C@H]4C(=O)CC[C@]5(C)[C@H]3CC[C@]12C
  A: 102	B: 99	C: 95	D: 71	E: 116	F: 99	G: 112	H: 81	I: 105

CNC(=O)c1cc(Oc2ccc3nc(NC(=O)Nc4ccc(N5CCC(N(C)C)CC5)cc4)sc3c2)ccn1
  A: 82	B: 89	C: 95	D: 117	E: 61	F: 88	G: 82	H: 20	I: 80

CCCCCCCCCCCCCCCC[N+]1(C)CCCC1c1cccnc1 (stereo unspecified)
  A: 24	B: 89	C: 41	D: 41	E: 45	F: 25	G: ·	H: 15	I: -22*

COc1cc2c(cc1Cc1cccc(Cl)c1F)c(=O)c(C(=O)O)cn2[C@@H](CO)C(C)C
  A: 43	B: 75	C: 76	D: 51	E: 75	F: 48	G: 75	H: 57	I: 88

CC1=Nc2cnc(Nc3ccc(OCCN(C)C)cc3)nc2Nc2ccccc21
  A: 70	B: 57	C: 78	D: 55	E: 56	F: 92	G: 40	H: 54	I: 77

Brc1ccc2[nH]cc(-c3cncn3Cc3ccc(I)cc3)c2c1
  A: 85	B: 81	C: 79	D: 60	E: 70	F: 83	G: 57	H: 75	I: 88

CCC(C)(C)c1ccc([N+](=O)[O-])cc1
  A: 107	B: 126	C: 109	D: 87	E: 111	F: 107	G: 92	H: 101	I: 110

O=C1CC(=O)N2CCSC2=N1
  A: 107&123	B: 92&118	C: 92&106	D: 92&100	E: 101&112	F: 100&104	G: 138	H: 91&104	I: 102&104

CC(=O)Nc1ccc(N)cc1S(=O)(=O)O
  A: 104	B: 109	C: 103	D: 90	E: 114	F: 105	G: 116	H: 96	I: 102

O=C(CSc1nnc2n1N=C(c1ccccc1)CS2)c1ccc(F)cc1
  A: 108	B: 82	C: 93	D: 86	E: 99	F: 100	G: 96	H: 95	I: 129

CC(C)=CCC/C(C)=C/COC(=O)[C@H](C)NC(=O)[C@@H]1CCCN1C(=O)CNC(=O)C(C)(C)C
  A: 105	B: 103	C: 102	D: 92	E: 116	F: 106	G: 96	H: 95	I: 115

O=c1[nH]nc(-c2ccccc2)o1
  A: 106	B: 90	C: 93	D: 87	E: 99	F: 98	G: 93	H: 96	I: 104

Nc1nc(-c2ccc(Cl)cc2)cs1
  A: 105	B: 102	C: 94	D: ·	E: 103	F: 97	G: 100	H: 101	I: 101

O=C(N/N=C\c1ccc(Cl)cc1)C(=O)N/N=C\c1ccc(Cl)cc1
  A: 103	B: 93	C: 110	D: 101	E: 118	F: 102	G: 101	H: 103	I: 97

COc1ccc(-n2c(SCC(=O)Nc3ccc(S(=O)(=O)Nc4nccs4)cc3)nc3ccccc3c2=O)cc1
  A: 90	B: 87	C: 77	D: 81	E: 74	F: 75	G: 78	H: 86	I: 107

NN1c2nc3c(cnn3-c3ccccc3)c(=O)n2N=C2C(NC(=S)N2c2ccccc2)C1c1ccccc1 (stereo unspecified)
  A: 93	B: 94	C: 90	D: 73	E: 114	F: 87	G: 93	H: 98	I: 106

NS(=O)(=O)c1ccc(CCN2C(=O)c3cccc4cccc(c34)C2=O)cc1
  A: 110	B: 98	C: 106	D: 87	E: 118	F: 94	G: 89	H: 86	I: 122

COc1ccc2c(c1)OC13Oc4cc(OC)ccc4C=C1CSCC3=C2
  A: 95	B: 95	C: ·	D: 89	E: 111	F: 96	G: 106	H: 100	I: 103

COc1ccc(-c2nc(-c3ccccc3)c(-c3ccccc3)[nH]2)cc1OC1CCCCC1
  A: 88	B: 85	C: ·	D: 88	E: 105	F: 89	G: 68	H: 99	I: 98

CCOC(=O)C[N+](C)(C)CCn1c2ccccc2c2nc3cc(C)c(C)cc3nc21
  A: 103	B: 102	C: 94	D: 88	E: 114	F: 85	G: 124	H: 93	I: 106

CCC(CC)C(=O)Oc1c(C(=O)N(C)C)cccc1-c1ccccc1
  A: 112	B: ·	C: 102	D: ·	E: 114	F: 90	G: 87	H: 106	I: 94

CCC(C(=O)[C@@H](C)[C@@H](O)[C@H](C)[C@@H]1O[C@@H]([C@@H](CC)C(=O)ONC(=O)c2ccccc2)CC[C@@H]1C)[C@H]1O[C@]2(C=CC(=O)[C@]3(CC[C@@](C)([C@H]4CC[C@](O)(CC)[C@H](C)O4)O3)O2)[C@H](C)C[C@@H]1C (stereo partly specified)
  A: -58*	B: 37	C: 42	D: -26*	E: -6.4*	F: -50*	G: 17	H: 21	I: -26*

O=C1Nc2cc(-c3ccc(NC(=O)C4CC4)cc3)ccc2/C1=C/c1ccc[nH]1
  A: 61	B: 86	C: 101	D: 92	E: 108	F: 61	G: ·	H: 101	I: 117

10 consecutive records out of the list so far:
Abbreviations: A = NCI-H460; B = NCI-H322M; C = NCI-H226; D = NCI-H522; E = RXF 393; F = NCI-H23; G = A498; H = HT29; I = COLO 205
Brc1ccc2[nH]cc(-c3cncn3Cc3ccc(I)cc3)c2c1
  A: 85	B: 81	C: 79	D: 60	E: 70	F: 83	G: 57	H: 75	I: 88

CCC(C)(C)c1ccc([N+](=O)[O-])cc1
  A: 107	B: 126	C: 109	D: 87	E: 111	F: 107	G: 92	H: 101	I: 110

O=C1CC(=O)N2CCSC2=N1
  A: 107&123	B: 92&118	C: 92&106	D: 92&100	E: 101&112	F: 100&104	G: 138	H: 91&104	I: 102&104

CC(=O)Nc1ccc(N)cc1S(=O)(=O)O
  A: 104	B: 109	C: 103	D: 90	E: 114	F: 105	G: 116	H: 96	I: 102

O=C(CSc1nnc2n1N=C(c1ccccc1)CS2)c1ccc(F)cc1
  A: 108	B: 82	C: 93	D: 86	E: 99	F: 100	G: 96	H: 95	I: 129

CC(C)=CCC/C(C)=C/COC(=O)[C@H](C)NC(=O)[C@@H]1CCCN1C(=O)CNC(=O)C(C)(C)C
  A: 105	B: 103	C: 102	D: 92	E: 116	F: 106	G: 96	H: 95	I: 115

O=c1[nH]nc(-c2ccccc2)o1
  A: 106	B: 90	C: 93	D: 87	E: 99	F: 98	G: 93	H: 96	I: 104

Nc1nc(-c2ccc(Cl)cc2)cs1
  A: 105	B: 102	C: 94	D: ·	E: 103	F: 97	G: 100	H: 101	I: 101

O=C(N/N=C\c1ccc(Cl)cc1)C(=O)N/N=C\c1ccc(Cl)cc1
  A: 103	B: 93	C: 110	D: 101	E: 118	F: 102	G: 101	H: 103	I: 97

COc1ccc(-n2c(SCC(=O)Nc3ccc(S(=O)(=O)Nc4nccs4)cc3)nc3ccccc3c2=O)cc1
  A: 90	B: 87	C: 77	D: 81	E: 74	F: 75	G: 78	H: 86	I: 107

Other compounds.
Abbreviations: A = NCI-H460; B = NCI-H322M; C = NCI-H226; D = NCI-H522; E = RXF 393; F = NCI-H23; G = A498; H = HT29; I = COLO 205
CC1(CSc2ccccc2)CC(=O)N1 (stereo unspecified)
  A: 101	B: 101	C: 94	D: 102	E: 92	F: 99	G: 102	H: 109	I: 103

CC(=O)OC[C@@]1(C)C2CC[C@]3(C)C(CC=C4C5CC(C)(C)CC[C@]5(C(=O)Nc5ccc(F)cc5)CC[C@]43C)[C@@]2(C)C[C@@H](OC(C)=O)[C@@H]1OC(C)=O (stereo partly specified)
  A: 11	B: 60	C: 48	D: 49	E: 87	F: 46	G: 63	H: 35	I: 43

COc1ccc2c(c1)oc1c2c2c(c3c4ccccc4n(C)c13)C(=O)N(O)C2=O
  A: 71	B: 89	C: 79	D: 70	E: 88	F: 88	G: 66	H: 99	I: 93

CCCCCCCCCCCCCCCCCCCCCCCCC(O)C(=O)NC(CO)C(O)C(O)CCCCCCCCCCCCCC (stereo unspecified)
  A: 112	B: 108	C: 99	D: ·	E: 104	F: 102	G: 141	H: 101	I: 102

O=S(=O)(/N=c1\c2ccccc2cnn1C1=NCCN1S(=O)(=O)c1ccc(Cl)cc1)c1ccc(Cl)cc1
  A: 97	B: 100	C: 75	D: 40	E: 88	F: 94	G: 105	H: 93	I: 99

CC[C@H](Nc1ncnc2nc[nH]c12)c1nc2cccc(NCc3ccc(C(=O)NO)nc3)c2c(=O)n1-c1ccccc1
  A: 25	B: 78	C: 67	D: 23	E: 28	F: 41	G: 54	H: 67	I: ·

CCOC(=O)NC(NC(=O)OCC)C(Cl)Cl
  A: 107	B: 121	C: 106	D: 117	E: 101	F: 114	G: 115	H: 109	I: 124

C(=C\CN1CCCCC1)/CN1CCCCC1
  A: 101	B: 96	C: ·	D: 83	E: 98	F: 104	G: 71	H: 95	I: 107

CCOC(=O)CC1(C)SCCN1C(=O)OCC (stereo unspecified)
  A: 106	B: 86	C: 105	D: 89	E: 111	F: 102	G: 97	H: 104	I: 101

O=c1c2cccc(Cl)c2sc2c(Cl)nc3ccccc3c12
  A: 102	B: 98	C: ·	D: 79	E: 105	F: 88	G: 94	H: 104	I: 117

CCCCC(CC)COC(=O)CC(O)(CC(=O)OCC(CC)CCCC)C(=O)OCC(CC)CCCC (stereo unspecified)
  A: 106	B: 139	C: 104	D: 99	E: 113	F: 100	G: 114	H: 101	I: 107

Cc1cc(C)c2c(c1)N1C=NNC(=O)C1CC(O)C2 (stereo unspecified)
  A: 102	B: 99	C: 89	D: 77	E: 104	F: 105	G: 96	H: 90	I: 104

CC(=O)CC(=O)Nc1cccc(Br)c1
  A: 108	B: 113	C: 102	D: 88	E: 127	F: 109	G: 104	H: 112	I: 115

COCCCn1c(C(Cl)(Cl)Cl)nn2c(=O)c3ccccc3nc2c1=O
  A: 100	B: 91	C: 104	D: 87	E: 95	F: 103	G: 86	H: 105	I: 97

COC1=C(OC)C(=O)C(CCCCCCCCCC[P+](c2ccccc2)(c2ccccc2)c2ccccc2)=C(C)C1=O
  A: -52*	B: -18*	C: -20*	D: 2.6*	E: -57*	F: -8.2*	G: -44*	H: -11*	I: -93*

N#Cc1ccccc1[N+](=O)[O-]
  A: 103	B: 109	C: 103	D: 54	E: 110	F: 99	G: 58	H: 97	I: 121

O=C(COc1ccc(Cl)cc1Cl)NCCN1CCCCC1
  A: 105	B: ·	C: 88	D: 109	E: 97	F: 111	G: 90	H: 109	I: 106

COc1ccc(-c2c(/C=C/C(=O)c3ccc(Cl)cc3)c(Cl)nc3c2c(C)nn3-c2ccccc2)cc1
  A: 104	B: 112	C: 99	D: ·	E: 84	F: 85	G: 94	H: 113	I: 127

COc1cc2cc3c4cc(OC)c(OC)cc4cc[n+]3c(C)c2cc1OC (tested in a mixture with another compound)
  A: 79	B: 81	C: 74	D: 49	E: 118	F: 72	G: 79	H: 73	I: 66

NS(=O)(=O)c1ccc(Nc2nc(SCC(=O)c3ccc(Cl)cc3)nc3c2CCC3)cc1
  A: 96	B: 100	C: 72	D: 82	E: 95	F: 85	G: 43	H: 96	I: 100

CC(C)(C)[Si](O[C@@H]1C(=O)N[C@@H]1/C=C/c1ccccc1)(c1ccccc1)c1ccccc1
  A: 88	B: 95	C: 80	D: 76	E: 68	F: 87	G: 75	H: 66	I: 79

CC(C)c1[nH]nc2c(NCc3ccc(-c4ccccn4)cc3)nc(SCCN(C)C)nc12
  A: 8.0*	B: 17	C: 2.2*	D: -48*	E: -69*	F: -24*	G: -66*	H: -16*	I: -42*

CSC(N)=Nc1ccc(Cl)cc1
  A: 102	B: 99	C: 100	D: 95	E: 99	F: 86	G: 84	H: 103	I: 111

CC(C)NO
  A: ·	B: 109	C: 104	D: 88	E: 102	F: 97	G: ·	H: 100	I: 111

Screens deposited in PubChem by NCI.
